hcDAF-12 act = H. contortus DAF-12 activation, primary screen. HEK293 hcDAF-12 lit1-tk-luc reporter, luminescence; 0% DMSO, 100% Δ7-dafachronic acid. activation, % at 6.8 µM. 370,000 tested, 1.4% active. AID 652067;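 active = activation above the mean of all tested compounds plus 3 SD, cut at about 5.5% in these data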;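 note: 100% = response to 3 µM Δ7-dafachronic acid high control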
DAX1 inh-1 = inhibitors of DAX1 repression of SF-1 activated StAR promoter; HEK293T StAR-luciferase reporter, SF-1/DAX-1 repression relief; inhibition, % at 6.8 µM; AID 652010; 370,000 tested, 1.1% active;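 active = inhibition above the mean over all tested compounds plus 3 SD, cut at about 3.6% in these data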;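 note: 0% = DAX-1 cells with DMSO and 100% = cells lacking DAX-1 with DMSO; higher inhibition means more luminescence from relief of DAX-1 repression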
NPR1 activator = GC-A (human) enzyme activation | P16066 | HEK293 GC-A cells, cGMP TR-FRET, EC30 ANP; 0% at EC30 ANP, 100% saturating ANP | activation, % at 10 µM | 370,000 tested, 0.14% active; in the data active = activation above about 40%
NPR2 activator = GC-B (human) receptor activation. P20594. HEK293-GC-B cells, CNP EC30, cGMP TR-FRET; 0% at EC30 CNP, 100% saturating CNP. activation, % at 10 µM. 370,000 tested, 0.11% active;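 active = activation at 10 µM reaching about 35% in either raw or pattern-adjusted values, limit read from the data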
Target sequence (P20594 whole entry, looked up): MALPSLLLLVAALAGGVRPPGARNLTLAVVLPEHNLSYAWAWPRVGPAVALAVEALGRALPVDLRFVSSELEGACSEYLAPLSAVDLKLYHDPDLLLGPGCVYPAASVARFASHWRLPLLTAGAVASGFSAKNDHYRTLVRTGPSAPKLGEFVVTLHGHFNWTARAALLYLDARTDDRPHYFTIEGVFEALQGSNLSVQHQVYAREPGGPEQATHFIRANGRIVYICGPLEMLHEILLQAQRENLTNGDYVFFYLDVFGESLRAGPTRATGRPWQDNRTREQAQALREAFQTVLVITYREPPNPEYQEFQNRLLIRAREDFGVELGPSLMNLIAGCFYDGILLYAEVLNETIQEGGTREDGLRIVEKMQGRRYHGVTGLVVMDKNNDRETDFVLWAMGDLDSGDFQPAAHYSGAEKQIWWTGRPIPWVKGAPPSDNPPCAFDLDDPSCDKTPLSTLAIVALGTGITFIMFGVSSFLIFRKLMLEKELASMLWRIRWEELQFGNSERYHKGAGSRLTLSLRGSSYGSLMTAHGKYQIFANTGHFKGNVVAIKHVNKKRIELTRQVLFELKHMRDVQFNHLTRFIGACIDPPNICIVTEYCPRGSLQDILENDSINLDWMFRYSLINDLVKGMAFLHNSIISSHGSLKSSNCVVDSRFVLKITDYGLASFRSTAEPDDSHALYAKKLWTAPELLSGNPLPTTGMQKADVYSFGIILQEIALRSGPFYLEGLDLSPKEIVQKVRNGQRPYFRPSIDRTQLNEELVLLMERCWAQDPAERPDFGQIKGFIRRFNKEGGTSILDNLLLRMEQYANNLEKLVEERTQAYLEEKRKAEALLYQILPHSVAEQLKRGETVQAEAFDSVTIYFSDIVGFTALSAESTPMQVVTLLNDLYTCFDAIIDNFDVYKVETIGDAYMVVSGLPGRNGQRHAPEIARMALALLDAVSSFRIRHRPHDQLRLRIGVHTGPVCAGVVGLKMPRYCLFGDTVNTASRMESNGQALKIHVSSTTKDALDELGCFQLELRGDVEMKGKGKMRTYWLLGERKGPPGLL
ssDAF12 agonist = activators of S. stercoralis DAF-12 nuclear receptor; HEK293 ssDAF-12/GRIP1 lit1-tk-luc reporter, luminescence; % of 3 µM dafachronic acid response; activation, % at 6.8 µM; 370,000 tested, 1% active; AID 652126;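 active = activation above the mean over all tested compounds plus 3 SD, cut at about 0.9% in these data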;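 note: 0% = DMSO-only wells and 100% = 3 µM delta7-dafachronic acid wells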
FXN GAA850 act = increases GAA850 frataxin promoter reporter activity. AID 540364. 360,000 tested, 0.56% active. activation, % at 6 µM. HEK293 lucGAA850 FXN promoter luciferase reporter, 24 h; percent of 10 µM SAHA response;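 active = activation above the average of all compounds screened plus 3 SD, cutoff fixed separately per campaign, cut at about 7.5% in these data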;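 note: 0% = DMSO wells and 100% = 10 µM SAHA wells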
DAX1 inh-2 = NR0B1 (DAX1) inhibition; P51843; HEK293 Gal4-DAX1 luciferase reporter, luminescence; inhibition, % at 6.75 µM; 340,000 tested, 0.99% active; AID 504766;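 active = inhibition above the mean over all tested compounds plus 3 SD, cut at about 4.2% in these data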;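 note: 0% = DAX1-transfected cells with DMSO and 100% = empty-vector control cells with DMSO; inhibition shows as a rise in luminescence from relieved DAX1 repression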
proKLK7 act = activators of human kallikrein-7 zymogen; P49862; purified proKLK7, EDANS-DABCYL substrate fluorescence; 100% is mature enzyme control, 0% vehicle; activation, % at 7 µM; 370,000 tested, 0.9% active; AID 652039;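 active = activation above the mean of all tested compounds plus 3 SD, computed per campaign excluding outliers beyond control limits, cut at about 13% in these data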
sPLA2-III inh = Inhibits HGIII-sPLA2 liposome hydrolysis, primary screen | 370,000 tested, 0.56% active | QFRET BODIPY PC-A2 liposome hydrolysis, fluorescence | Q9NZ20 | inhibition, % at 12.2 µM;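 active = inhibition above mean plus 3 SD of compounds lying within the high and low control bounds, cut at about 19% in these data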;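 note: 0% = median of test compound wells and 100% = no enzyme DMSO wells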
hgDAF-12 ag = hgDAF-12 agonism, primary luciferase screen; HEK293 GAL4-hgDAF12 UAS-luciferase reporter, agonist luminescence; normalized to butyrate control; activation, % at 6.8 µM; 370,000 tested, 1.8% active; AID 687014;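 active = activation above a cutoff set at the mean of all screened compounds plus 3 SD, cut at about 10% in these data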;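 note: 0% = DMSO wells and 100% = sodium butyrate wells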
SMARCA2 act = SMARCA2 function activation, primary screen; MG213 cells, MMTV-luciferase reporter, dexamethasone, overnight; activation, % at 9.1 µM; 370,000 tested, 1% active; AID 652017; in the data active = activation above about 7.8%;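 note: 0% = vehicle wells and 100% = reference activator wells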
Active calls of the source: *; · = not tested or not shown.

SMILES	hcDAF-12 act	DAX1 inh-1	NPR1 activator	NPR2 activator	ssDAF12 agonist	FXN GAA850 act	DAX1 inh-2	proKLK7 act	sPLA2-III inh	hgDAF-12 ag	SMARCA2 act
CCN1C(=O)[C@H]2[C@@H](c3ccc(C)cc3)N[C@]3(CCCN(Cc4ccc(Cl)cc4)C3=O)[C@H]2C1=O	-1.5	0.2	1	5	-1.0	-3.6	-0.6	-0.1	2	2.0	-3
O=C(NC1CCCc2ccccc21)C1CCN(c2c3c(nc4ncnn24)CCC3)CC1 (stereo unspecified)	-1.3	0.4	3	3	1.1*	-0.1	-1.2	-0.7	4	-0.4	1
O=C(Nc1ccc(S(=O)(=O)N2CCCCCC2)cc1)c1ccco1	2.0	0.7	-3	2	-0.3	6.3	0.0	0.0	-5	5.0	1
Cc1ccc(NS(=O)(=O)c2ccc(-n3cccn3)cc2)c(Br)c1	-1.1	-0.5	-5	0	-0.8	-0.6	0.1	0.2	-18	-3.2	-6
COc1ccccc1C(=O)NC(=O)COC(=O)c1ccc(NC(=O)CC#N)cc1	-1.1	0.2	-1	1	-0.9	1.2	0.0	0.0	-20	0.4	-1
CN1CCN(C(=O)c2ccc(-c3cc4nc(NCc5cccnc5)n(C)c(=O)c4s3)cc2)CC1	-1.0	-0.8	-3	-1	-0.9	2.7	·	5.1	9	-0.6	-6
O=C(COC(=O)CCOc1ccccc1)Nc1ncc(Cl)cc1Cl	0.4	0.1	22	-2	-0.7	1.0	0.0	0.0	-3	0.6	-3
CCCCOc1ccc(CCC(=O)N/N=C/c2ccco2)cc1	1.7	-0.1	2	1	-2.0	0.9	0.8	0.2	-7	-0.8	-2
Cc1ccc(N2C(=O)C(NC(=O)c3c(F)cccc3F)(C(F)(F)F)C3=C2CC(C)(C)CC3=O)cc1 (stereo unspecified)	-1.8	0.0	0	-6	-1.5	-0.8	2.2	0.1	-7	-2.0	4
O=C1NC(c2ccccc2)C(C(=O)c2cccs2)C(O)(C(F)(F)F)N1 (stereo unspecified)	-1.7	-0.4	1	0	-1.8	-2.0	0.5	0.0	10	-0.6	-3
Cc1ccc2c(COC(=O)CNS(=O)(=O)c3ccccc3)cc(=O)oc2c1	0.1	0.1	-1	-2	-1.0	-0.4	2.5	-0.4	6	-0.8	-2
COc1cccc(C(=O)N2CCN(Cc3cccc(F)c3)CC2)c1	-2.1	0.8	4	-1	-1.6	-0.9	-0.1	-0.1	5	-0.1	2
O=C(N/N=C/c1ccc(-c2ccc([N+](=O)[O-])cc2)o1)C(O)c1ccccc1 (stereo unspecified)	-2.1	-0.3	42*	40*	-1.8	2.0	-0.4	0.3	1	-1.9	1
S=c1[nH]nc(-c2ccccn2)n1/N=C/c1c(Cl)cccc1Cl	5.4	0.5	0	-3	0.7	-1.0	-2.0	0.4	-3	3.8	4
Cc1cc(C)cc(OCC(=O)OCC(=O)Nc2c(C)n(C)n(-c3ccccc3)c2=O)c1	-0.9	0.3	-4	-1	-1.4	0.5	1.6	-0.7	-2	1.3	-3
Nc1nnn(CC(=O)N/N=C/c2ccc(Cl)cc2Cl)n1	-0.1	-0.1	-2	-11	-1.0	-3.0	0.9	0.2	6	0.5	-8
Cc1ccc(NC(=O)CN2C(=O)NC(Cc3c[nH]c4ccccc34)C2=O)cc1 (stereo unspecified)	2.0	0.5	2	0	0.7	0.9	0.5	-1.0	-92	3.8	1
Cc1cc(C)c(C)c(S(=O)(=O)NC(C(=O)NCCc2ccco2)C(C)C)c1C (stereo unspecified)	-1.5	0.1	-2	-8	-0.8	0.7	-0.2	-0.3	-1	1.9	-1
N#C/C(=C\c1ccc(OCC(N)=O)cc1)c1ccccc1	3.5	-0.3	3	-4	0.2	-0.6	1.6	-0.8	5	8.2	0
O=C(COC(=O)c1ccc(Br)cc1)NCCc1ccccc1	0.7	-0.1	1	1	-1.5	0.8	-0.8	0.1	-13	-0.4	1
O=C(N/N=C/c1cnc(N2CCOCC2)s1)c1ccccc1	0.1	-0.3	-4	-1	0.6	3.0	1.5	2.9	-3	3.8	2
COc1ccc(CCNC(=O)CCC(=O)N2CCOc3ccccc32)cc1OC	-0.7	-0.4	0	5	-1.3	-1.2	-0.8	0.0	4	0.8	-1
Cc1ccc(NC(=O)CN(C)C(=O)c2cccc(S(=O)(=O)NCc3cccs3)c2)cc1	1.1	-1.4	0	0	-1.5	0.7	-0.9	-0.5	-18	1.9	0
Cc1cc(NC(=O)C(C)SCC(=O)OC(C)C(=O)Nc2ccccc2C)no1 (stereo unspecified)	-0.7	-0.2	2	2	-0.9	0.5	0.4	-0.1	-2	-3.2	-2
Cc1nnc(NC(=O)CSc2nnc(C(C)NC(=O)c3ccccc3F)n2C)s1 (stereo unspecified)	0.5	-0.2	4	3	-1.3	-0.1	0.5	0.3	0	2.2	-2
Carrying on.
SMILES	hcDAF-12 act	DAX1 inh-1	NPR1 activator	NPR2 activator	ssDAF12 agonist	FXN GAA850 act	DAX1 inh-2	proKLK7 act	sPLA2-III inh	hgDAF-12 ag	SMARCA2 act
CCCCCC(=O)NC(=S)Nc1ccc(Cl)cn1	-0.5	1.0	3	5	-0.6	1.0	0.4	0.4	13	5.8	0
Cn1nc(-c2ccccc2)c(C(=O)NCC(=O)O)c1Cl	-1.8	0.5	1	-2	-0.8	0.0	0.3	0.5	3	-0.9	-2
CCOC(=O)CC(=O)Nc1nnc(CC(C)C)s1	1.4	1.3	1	2	-0.6	3.0	1.1	-0.1	-22	0.0	4
Cc1cccc(NC(=O)NNC(=O)c2ccccn2)c1	-0.1	1.2	2	-2	-1.2	2.6	-0.1	0.6	1	4.6	-3
Cc1cc(C(=O)NCC(=O)OCC(=O)N(C(C)C)C(C)C)ccc1[N+](=O)[O-]	0.1	0.7	1	1	-0.8	0.8	-0.8	-0.2	21*	-2.1	-2
CCc1ccc(S(=O)(=O)NC2CCCCNC2=O)cc1 (stereo unspecified)	-0.1	-0.2	3	2	-1.1	-0.9	0.3	-0.2	0	-1.8	-1
COC(=O)CS(=O)(=O)c1ccsc1C(=O)Nc1ccc(F)cc1	-1.1	-0.7	-2	-3	-0.9	3.1	-0.2	0.3	-25	0.7	-3
Oc1ccccc1C=NN=CC=Cc1ccccc1	1.1	0.4	8	3	-1.0	1.9	4.0	0.1	-4	3.2	5
CCOCCCNC(=O)c1cn(CC(C)C)c(=O)c2cc(OC)c(OC)cc12	-2.5	0.8	0	6	-0.2	2.1	-0.2	0.1	3	-1.4	-2
O=C(CN1CCN(c2ccccc2O)CC1)Nc1cc(S(=O)(=O)N2CCCC2)ccc1Cl	-3.0	-0.3	-3	-3	-1.1	0.2	-0.4	0.6	-20	-2.0	-2
CC1=NN(C(=O)COc2ccccc2)C(O)(c2cccnc2)C1 (stereo unspecified)	0.6	0.0	-3	-1	-0.9	-1.5	-1.3	-0.1	4	1.2	-1
O=C(c1cccc(C(F)(F)F)c1)C1CCCN(C(=O)Cn2cncn2)C1 (stereo unspecified)	0.3	-0.3	4	2	0.5	0.3	0.6	-0.6	6	1.4	-2
COc1ccc(N2C(=S)NC3N2C(=S)NC3(C)c2ccccc2)cc1 (stereo unspecified)	-0.4	0.7	-2	-1	-1.0	2.6	-1.1	0.4	7	2.2	5
Cc1cc(N=Nc2ccccc2C(=O)O)c(C)c(C)c1O	-0.8	-0.4	4	-1	-0.8	1.1	2.0	0.0	-7	1.3	-3
COc1ccccc1NC(=O)/C(=C/c1cccs1)NC(=O)c1ccco1	-1.5	-0.2	0	3	-1.8	-2.3	·	-0.6	-3	0.0	-1
Cc1c(/C=N/NC(=O)C2(O)c3ccccc3-c3ccccc32)cnn1C	0.8	0.4	1	2	0.1	0.6	0.6	0.0	1	0.0	-3
O=C(O)c1cn(Cc2ccccc2)nc1-c1cccnc1	-0.9	0.1	-4	5	-1.6	0.5	1.0	0.8	5	0.2	-2
CC(C)(Oc1ccc(CCNC(=O)c2ccc(Cl)cc2)cc1)C(=O)O	0.3	0.5	7	2	-0.7	-0.2	-1.7	0.4	0	0.8	-2
COc1ccc(N(CC(=O)N2CCC(C(N)=O)CC2)S(=O)(=O)c2ccccc2)cc1	0.8	-0.2	-1	0	-0.8	1.2	2.8	-0.4	3	-1.0	0
CC(=O)N[C@@H](C)C(=O)N1CCC(n2nccc2NC(=O)CCCc2ccccc2)CC1	0.8	0.3	3	-3	-0.3	0.8	1.1	-0.5	7	2.8	-2
O=[N+]([O-])c1ccc(O)c(NC(=S)Nc2ccccc2)c1	1.1	0.0	2	-5	-0.2	2.0	0.7	0.2	5	7.7	2
Cc1nc2ccc(NC(=O)N3CCOCC3)cc2s1	0.5	-0.6	0	5	-1.1	1.3	0.8	-1.2	9	3.2	-4
O=C(COc1ccc2c(c1)oc(=O)c1ccccc12)N[C@@H](Cc1ccccc1)C(=O)O	0.3	0.2	-7	1	0.3	0.4	2.7	-12	3	7.5	0
Cc1ccc(C2NC(=O)c3ccccc3N2)c(C)c1 (stereo unspecified)	-0.3	-2.5	2	-2	-0.9	-4.8	-1.4	32*	13	3.3	-2
CC(C)(C)OC(=O)N1CCC(C(=O)Nc2cccc(C(=O)N3CCCC3)c2)CC1	-0.1	-0.3	2	3	-1.9	1.2	-0.5	0.4	4	-2.5	-4
The list continues:
SMILES	hcDAF-12 act	DAX1 inh-1	NPR1 activator	NPR2 activator	ssDAF12 agonist	FXN GAA850 act	DAX1 inh-2	proKLK7 act	sPLA2-III inh	hgDAF-12 ag	SMARCA2 act
Cc1cc(C)nc(N2CCCC(C(=O)Nc3cccc(Cl)c3)C2)n1 (stereo unspecified)	-1.1	-0.7	-6	-3	-1.0	-0.8	-1.3	0.0	-2	-1.8	3
COc1ccc(-c2nc3ccccc3nc2-c2ccc(OC)cc2)cc1	-1.7	-0.8	4	4	-1.8	3.8	-2.2	-21	-7	-1.0	-2
CCOC(=O)CSCc1nc(-c2ccc(Cl)cc2)oc1C	-0.1	-1.1	5	-4	-1.9	-1.2	1.3	-0.2	7	-3.6	-6
COc1ccc(OCCCC(=O)OCC(=O)c2ccc3c(c2)NC(=O)CO3)cc1	-0.7	1.0	1	-9	-0.5	-0.5	0.3	0.4	-6	-1.7	1
COC(=O)C(C)N(C#N)c1nc(C)nc(C)n1 (stereo unspecified)	0.0	0.4	5	-3	-1.3	3.0	0.3	0.6	-1	-0.6	7
O=c1[nH]nc2n1CCCCC2	-0.5	-0.3	0	3	-1.0	-3.2	0.0	0.1	1	-1.3	-1

A stretch taken from the entries so far:
SMILES	hcDAF-12 act	DAX1 inh-1	NPR1 activator	NPR2 activator	ssDAF12 agonist	FXN GAA850 act	DAX1 inh-2	proKLK7 act	sPLA2-III inh	hgDAF-12 ag	SMARCA2 act
CCOC(=O)CSCc1nc(-c2ccc(Cl)cc2)oc1C	-0.1	-1.1	5	-4	-1.9	-1.2	1.3	-0.2	7	-3.6	-6
COc1ccc(OCCCC(=O)OCC(=O)c2ccc3c(c2)NC(=O)CO3)cc1	-0.7	1.0	1	-9	-0.5	-0.5	0.3	0.4	-6	-1.7	1

Copied from the list.
Reading for `COc1ccc(OCCCC(=O)OCC(=O)c2ccc3c(c2)NC(=O)CO3)cc1` in DAX1 inh-2: 0.3
Reading for `Cc1cc(C)nc(N2CCCC(C(=O)Nc3cccc(Cl)c3)C2)n1` (stereo unspecified) in sPLA2-III inh: -2

Screening data (PubChem)
